# Source: PubChem
# POLB inh: DNA polymerase beta (human) inhibition; P06746; Pol beta primer extension/strand displacement, fluorescence kinetic; Potency, µM (series often up to 114 µM), for the others: at the highest dose activity change, negative = inhibition, most hits filed as inhibitors; 340,000 compounds, 1.3% hits; AID 485314; also: potency is read from the fitted curve at half-maximal effect; % is scaled to controls: 0 for no effect and ±100 for the full control effect
#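 10 nM enzyme + cpd, 15 min RT; start with substrate 50 nM final; read 0 min and after 10 min RT. Corrected, normalized data; 4-parameter Hill curve fit.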
# PGK inhibitor: blocks T. brucei phosphoglycerate kinase; 380,000 compounds, 0.043% hits; PGK/GAPDH coupled, Kinase-Glo luminescence, 60 min; Potency, µM (doses to about 57.5 µM), without a hit: at the highest dose activity change, negative = inhibition, hits mostly inhibitors; also: potency is read from the fitted curve at half-maximal effect; % is scaled to controls: 0 for no effect and ±100 for the full control effect; nearly all actives have a fitted effect of over 60% in size
# Target sequence (P07378 whole entry, looked up): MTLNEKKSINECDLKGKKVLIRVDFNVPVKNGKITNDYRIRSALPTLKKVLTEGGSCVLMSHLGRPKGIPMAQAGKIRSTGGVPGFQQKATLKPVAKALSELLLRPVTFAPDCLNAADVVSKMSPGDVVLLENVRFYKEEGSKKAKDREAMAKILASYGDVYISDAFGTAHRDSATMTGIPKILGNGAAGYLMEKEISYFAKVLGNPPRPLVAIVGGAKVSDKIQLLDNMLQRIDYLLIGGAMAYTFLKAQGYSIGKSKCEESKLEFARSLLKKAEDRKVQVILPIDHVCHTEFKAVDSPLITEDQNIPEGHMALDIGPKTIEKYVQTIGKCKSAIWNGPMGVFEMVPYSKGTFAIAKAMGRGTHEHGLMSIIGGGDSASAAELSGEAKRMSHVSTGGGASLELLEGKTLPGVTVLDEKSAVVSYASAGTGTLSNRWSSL
#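 Luminescent ATP detection (Kinase-Glo Plus) follows a 60-minute room-temperature incubation, with wells lacking PGK as controls. Buffer: 100 mM TEA (pH 7.6), 5 mM MgCl2, 0.01% Tween-20. Coupling enzyme GAPDH (100 nM final) supplies unstable 1,3-BPG in-well.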
# Anesthetic bind: candidate novel general anesthetic via apoferritin binding; apoferritin/1-aminoanthracene competitive binding, fluorescence; P02791; Potency, µM (doses to about 77.5 µM), for inactives: at the top dose activity change, negative = displacement, hits mostly inhibitors; 350,000 compounds, 0.074% hits; also: potency is read from the fitted curve at half-maximal effect; % is scaled to controls: 0 for no effect and ±100 for the full control effect; nearly all actives have a fitted effect of over 20% in size
# Target sequence (P02791 2-175 limits assumed): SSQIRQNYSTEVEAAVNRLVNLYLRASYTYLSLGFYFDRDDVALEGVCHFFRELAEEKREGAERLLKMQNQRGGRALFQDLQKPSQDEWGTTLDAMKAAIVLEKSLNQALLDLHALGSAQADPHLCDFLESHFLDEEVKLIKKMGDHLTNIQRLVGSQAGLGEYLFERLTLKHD
#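 Apoferritin-based anesthetic binding model; compound displacement of fluorescent 1-AMA measured as endpoint fluorescence after 10 minutes at room temperature, scaled to free-ligand and complex controls.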
# BLM helicase inh: inhibitors of human Bloom syndrome helicase BLM; AID 2528; P54132; 350,000 compounds, 0.2% hits; Potency, µM (highest dose often 56.1 µM), for the others: top-dose activity change, negative = inhibition, usual class: inhibitors; recombinant BLM DNA unwinding, fluorescence dequenching;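 also: potency is read from the fitted curve at half-maximal effect; plate controls were vehicle for no effect and no enzyme for full effect; nearly all actives have a fitted effect of over 35% in size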
# POLH inh: DNA polymerase eta (human) inhibition. Q9Y253. recombinant Pol eta, fluorescent DNA replication assay. Potency, µM (top dose mostly 114 µM), without a hit: at the top dose activity change, negative = inhibition, hits mostly inhibitors. 390,000 compounds, 1.2% hits. AID 588591; also: potency is read from the fitted curve at half-maximal effect; % is scaled to controls: 0 for no effect and ±100 for the full control effect
#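 Fluorescent replication assay: 50 nM final substrate added after a 15 min room-temperature compound preincubation with 10 nM enzyme. Signal taken at 0 min and again at 10 min.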
# RXFP1 antagonist: RXFP1 (human) relaxin receptor antagonism | Q9HBX9 | AID 1259400 | HEK293-RXFP1, relaxin-stimulated cAMP HTRF, 30 min; stronger effect = lower value | activity change, negative = inhibition, % at 57.5 µM | 350,000 compounds, 0.59% hits;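 active = activity change of -60% or lower, but not beyond a set lower limit; inconclusive = change between -60% and -40%, or beyond the set limit; inactive = change above -40%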; also: % is scaled to controls: 0 for no effect and ±100 for the full control effect
# APE1 inh: APE1 (human) endonuclease inhibition; P27695; recombinant APE1, TAMRA/BHQ-2 abasic DNA cleavage fluorescence; Potency, µM (titrated, usually from 65.8 µM), without a hit: at the highest dose activity change, negative = inhibition, usual class: inhibitors; 350,000 compounds, 0.35% hits; AID 2517;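 also: potency is read from the fitted curve at half-maximal effect; plate controls were vehicle for no effect and reference inhibitor for full effect; nearly all actives have a fitted effect of over 55% in size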
# Target sequence (P27695 whole entry, looked up): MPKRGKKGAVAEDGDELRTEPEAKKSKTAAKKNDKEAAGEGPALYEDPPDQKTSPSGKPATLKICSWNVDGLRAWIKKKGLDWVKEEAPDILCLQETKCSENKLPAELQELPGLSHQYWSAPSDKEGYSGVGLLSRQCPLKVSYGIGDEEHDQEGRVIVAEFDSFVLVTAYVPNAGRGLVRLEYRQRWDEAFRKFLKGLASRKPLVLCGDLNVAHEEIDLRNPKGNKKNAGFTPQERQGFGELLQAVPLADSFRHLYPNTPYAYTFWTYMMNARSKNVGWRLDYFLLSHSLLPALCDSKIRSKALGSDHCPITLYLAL
#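 Compound pre-exposure to 0.75 nM APE1, 15 min at ambient temperature. Reaction initiated with 50 nM TAMRA/BHQ-2 THF substrate, read immediately in kinetic mode, 525 nm excitation, 598 nm emission.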
# POLI inh: inhibitors of human DNA polymerase iota; Q9UNA4; Pol iota fluorescent replication assay, 10 min; Potency, µM (series often up to 115 µM), for the others: at the highest dose activity, negative = inhibition, most hits filed as inhibitors; 390,000 compounds, 1% hits; also: potency is read from the fitted curve at half-maximal effect
#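 Fluorescent replication assay read twice, at 0 min and 10 min after adding 50 nM (final) substrate. Enzyme (10 nM) and compounds were first incubated 15 min at room temperature; enzyme-free buffer wells were negative controls.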
# POLK inh: DNA polymerase kappa (human) inhibition. Potency, µM (titrated, usually from 107 µM), for the others: top-dose activity, negative = inhibition, most hits filed as inhibitors. purified Pol kappa, fluorescent DNA synthesis assay, 10 min. Q9UBT6. 400,000 compounds, 0.53% hits; also: potency is read from the fitted curve at half-maximal effect; % is scaled to controls: 0 for no effect and ±100 for the full control effect
#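 Pol kappa 10 nM + cpd, 15 min RT; start w/ substrate 50 nM final; fluorescence kinetic read, 0 and 10 min. Neg ctrl: buffer, no enzyme.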
# Starred values were filed as active, the others as inactive; i = inactive; ? = inconclusive; . = not tested or not shown; & = joins results of further samples; [ ] = remark or other dose. Unless noted, calls follow the shape of the dose curve; as a rule, active = well fitted curve in the direction sought with a large enough effect; inconclusive = small, poorly fitted or top-dose-only effect, or another doubt; inactive = no such curve, though single readings can be large; an effect the other way counts as inactive or inconclusive.
(1) S=C1CC2CCCC(C2)N1 (stereo not drawn)
(2) CCOc1cc(C(=O)NCCOC)cc(OCC)c1OCC
(3) COC(=O)c1cn(C(=O)c2ccc(Br)o2)c2ccccc12
(4) COc1cccc(C2=NN(S(C)(=O)=O)C(c3cccs3)C2)c1 (stereo not drawn)
(5) Cc1nc(N2CCCC2)c2nnn(Cc3ccccc3Cl)c2n1
(6) CC(C)c1ccc(O)c(NC(=S)NC(=O)CCc2ccccc2)c1
(7) Cc1nnc(NC(=O)C2CCN(S(=O)(=O)c3ccc(Cl)cc3)CC2)s1
(8) CN(Cc1ccc(OC(F)F)cc1)C(=O)c1cccc(S(=O)(=O)N2CCN(Cc3ccccc3)CC2)c1

compound no.,1,2,3,4,5,6,7,8
POLB inh,.,12.1%,-10.6%,4.8%,3.2%,-15.6%,7.7%,.
PGK inhibitor,0.8%,2.6%,-0.1%,-0.1%,i,-10.4%,-3.2%,-6.2%
Anesthetic bind,.,-7.5%,5.4%,-12.3%,-12.0%,-6.4%,-3.9%,.
BLM helicase inh,.,-1.3%,0.1%,-4.0%,0.8%,-3.7%,-0.4%,.
POLH inh,-15.9%,-17.2%,-10.1%,-15.4%,-9.4%,-15.7%,1.5%,-17.2%
RXFP1 antagonist,-7.0,-3.6,1.1,7.0,-7.1,-36.2,-2.6,-7.3
APE1 inh,.,6.5%,-6.3%,-1.4%,-1.9%,-3.0%,-1.6%,.
POLI inh,14.3%,13.8%,-2.4%,9.1%,7.2%,-12.5%,63.5%[activator],12.6%
POLK inh,-7.5%,0.4%,-8.3%,-14.4%,-4.8%,-8.0%,-3.4%,-4.7%

(9) O=C(NCCc1ccc(Cl)cc1)C1=CC=CN2CCS(=O)(=O)N=C12
(10) CSc1ccc(CCNC(=O)CN2C(=O)c3cccnc3Oc3ccc(Cl)cc32)cc1
(11) O=C(N/C(=C/c1ccco1)C(=O)N1CCOCC1)c1cccs1
(12) CC(=NNC(=O)COc1cccc(C)c1)c1cccnc1
(13) O=C(CSCc1ccccc1Br)Nc1ccccc1
(14) CC(=O)Nc1ccc(-c2nnc(SCC(=O)c3ccc([N+](=O)[O-])cc3)o2)cc1
(15) Cc1csc(SCCn2c(N3CCN(c4ccccc4)CC3)nc3c2c(=O)[nH]c(=O)n3C)n1
(16) O=C(c1cnn(C(=O)c2ccco2)c1)c1ccccc1O

compound no.,9,10,11,12,13,14,15,16
POLB inh,.,0.8%,1.7%,.,-1.1%,2.5%,-2.6%,.
PGK inhibitor,-9.9%,-7.5%,-8.5%,3.9%,i,-4.5%,-10.0%,2.1%
Anesthetic bind,.,?,-4.3%,.,-22.1%,1.8%,-5.4%,.
BLM helicase inh,.,-2.3%,-3.1%,.,-3.2%,-4.9%,-1.0%,.
POLH inh,-0.3%,-11.5%,-4.3%,-26.2%,-4.0%,-16.8%,-14.6%,-21.1%
RXFP1 antagonist,3.7,-21.3,8.6,-7.0,-5.3,.,8.2,1.0
APE1 inh,-4.9%,.,-0.5%,21.9%,-11.4%,.,12.7%,-1.5%
POLI inh,2.7%,8.2%,-1.7%,16.8%,10.0%,1.2%,1.9%,33.7%
POLK inh,1.1%,3.8%,1.7%,-0.8%,-4.9%,2.0%,6.4%,-0.6%

(17) Cc1ccccc1NC(=O)Cn1c(=O)n(CCc2ccccc2)c(=O)c2sc3ccccc3c21
(18) COC(=O)c1cc(NC(=O)CN(c2ccccc2)S(=O)(=O)N(C)C)ccc1Cl
(19) CCc1nc(Sc2nnnn2-c2ccccc2)c2c3c(sc2n1)CCCC3
(20) Cn1c(NCCCO)nc2ccccc21
(21) c1ccc(N2CCN(c3ncnc4sc5c(c34)CCC5)CC2)cc1
(22) C[C@H](NC(=O)C1CC(=O)N(c2ccc3c(c2)OCO3)C1)C(=O)NC1CCCCC1 (stereo partly drawn)
(23) Oc1ccccc1N=Cc1sc2ccccc2c1Cl
(24) O=C(Oc1ccc(N(Cc2cccs2)C2=NS(=O)(=O)c3ccccc32)cc1)c1ccccc1F

compound no.,17,18,19,20,21,22,23,24
POLB inh,-16.8%,-7.6%,-8.7%,5.9%,0.7%,31.0%,28.5%,3.2%
PGK inhibitor,-14.0%,3.7%,-7.0%,-5.0%,-10.2%,0.1%,-0.2%,-1.2%
Anesthetic bind,4.2%,-8.8%,-13.2%,-4.6%,-10.9%,1.1%,?,-16.3%
BLM helicase inh,-2.5%,-3.8%,-3.5%,-2.6%,-7.6%,-3.6%,-1.8%,-2.1%
POLH inh,-5.0%,-23.7%,-5.6%,5.8%,-15.0%,-5.6%,2.4%,1.4%
RXFP1 antagonist,.,.,-2.1,-12.5,-10.2,-0.2,-3.9,5.9
APE1 inh,.,.,1.3%,5.5%,-5.8%,2.0%,4.5%,-2.7%
POLI inh,5.4%,15.8%,34.2%[activator],26.9%,?,-14.9%,11.0%,22.3%
POLK inh,-7.0%,-2.1%,-7.4%,-4.0%,2.4%,-4.5%,-7.7%,-9.8%

(25) N#CCc1ccc(NC(=O)c2ccc(CN3CCc4ccccc4C3)cc2)cc1
(26) Cc1ccc(OCC(=O)Oc2cccc(C)c2)cc1
(27) Cc1cc(C)n(CC(O)COCc2ccccc2)n1 (stereo not drawn)
(28) CCCc1cc(=O)[nH]c2nnc(SCC(=O)Nc3nnc(CC)s3)n12
(29) CC(=O)c1ccc(N2CCN(C(=O)/C=C/c3ccc(S(=O)(=O)N4CCOCC4)cc3)CC2)cc1
(30) CC(C)CCNC(=O)c1cc(-c2cccnc2)nc2ccc(S(=O)(=O)N3CCC(C)CC3)cc12
(31) Cc1ccccc1-n1cc[nH]c1=S
(32) Cc1nc(CCN2C(=O)c3ccccc3C2=O)cs1

compound no.,25,26,27,28,29,30,31,32
POLB inh,3.7%,.,-0.5%,.,8.3%,-10.2%,1.4%,15.0%
PGK inhibitor,-9.4%,-1.1%,8.3%,1.1%,-10.3%,-3.7%,3.6%,0.6%
Anesthetic bind,-9.0%,.,-12.4%,.,-11.6%,3.0%,0.4%,-15.9%
BLM helicase inh,-0.9%,.,-4.7%,.,-12.4%,-1.3%,-2.0%,2.7%
POLH inh,-5.1%,-19.5%,0.0%,-1.1%,-8.7%,-15.1%,9.7%,-3.4%
RXFP1 antagonist,-10.7,-0.9,1.2,4.3,-8.0,-9.2,-27.3,-3.0
APE1 inh,-1.3%,.,-3.9%,-7.4%,-4.2%,.,-8.8%,-0.7%
POLI inh,31.4%[activator],14.9%,16.8%,-20.3%,65.0%[activator],11.7%,117.6%[activator],15.1%
POLK inh,10.2%,-21.3%,0.2%,-1.8%,3.3%,-9.8%[60.1 µM],0.0%,-2.0%

(33) C/C(=N\NC(=O)c1sccc1C)c1cccnc1
(34) O=C(Nc1cccc(F)c1)[C@H](CSCc1ccccc1)N1Cc2ccccc2C1=O
(35) CCOc1ccc(Nc2ncnc3c2nc2n3CCCCC2)cc1
(36) NC(=O)CCC(=O)N1CCCC(C(=O)c2ccc3c4c(cccc24)CC3)C1 (stereo not drawn)
(37) Oc1c(C(c2ccco2)N2CCC3(CC2)OCCO3)sc2ncnn12 (stereo not drawn)
(38) O=C(Cc1ccccc1)Nc1ccc2c(c1)C(=O)N(CC1CCCO1)C2=O (stereo not drawn)
(39) COc1cccc(NC(CNS(=O)(=O)c2ccc(C)cc2)c2ccccc2)c1 (stereo not drawn)
(40) CCn1c(=O)cc(SCC(=O)NCc2ccc(C)cc2)c2ccccc21

compound no.,33,34,35,36,37,38,39,40
POLB inh,18.6%,0.3%,-9.7%,20.2%,1.8%,31.5%,17.7%,26.0%&3.5%
PGK inhibitor,-4.4%,6.5%,-7.6%,.,i,0.2%,.,-3.5%
Anesthetic bind,-7.1%,109.3%[activator],-1.0%,1.3%,-6.6%,2.6%,37.7%[activator],?
BLM helicase inh,-6.3%,-15.3%,0.5%,-2.6%,-3.3%,-3.1%,-9.8%,-2.9%&0.5%
POLH inh,-9.1%,-15.3%,-11.2%,-17.9%,1.6%,-4.7%,.,-17.3%&-9.3%
RXFP1 antagonist,7.2,.,.,-0.7,-2.4,6.2,-15.1,-5.0
APE1 inh,30.7%,.,.,-3.1%,15.0%,9.1%,.,-3.1%
POLI inh,13.3%,6.4%,7.7%,43.6%[activator],1.9%,38.4%[activator],1.5%,28.4%&0.4%
POLK inh,7.5%,-21.4%,-2.9%,-6.5%,-20.4%,3.8%[60.1 µM],-2.2%,-0.7%&7.6%

(41) COc1ccc(/C=c2/sc3n(c2=O)C(c2ccccc2OC)C2=C(N=3)c3ccccc3CC2)cc1O (stereo not drawn)
(42) COc1cccc(CNC(=O)Cn2c(=O)nc(-c3ccccc3F)c3cc(Cl)ccc32)c1
(43) Cc1ccc(NC(=S)N(CCCN2CCOCC2)Cc2ccccn2)cc1
(44) Cc1ccc(OCCOC(=O)c2cccc(S(=O)(=O)N3CC(C)OC(C)C3)c2)cc1 (stereo not drawn)

compound no.,41,42,43,44
POLB inh,-1.5%,-1.7%,53.5%,.
PGK inhibitor,-1.0%,-4.9%,-1.3%,-1.3%
Anesthetic bind,-16.9%,60.9%[activator],-6.0%,.
BLM helicase inh,-16.4%,-0.7%,2.0%,.
POLH inh,-13.6%,0.8%,-4.9%,-21.4%
RXFP1 antagonist,-14.7,6.9,-4.6,7.5
APE1 inh,-1.9%,.,20.3%,-6.8%
POLI inh,-2.5%,9.9%,28.1%,-16.2%
POLK inh,-0.5%,-5.3%[60.1 µM],7.7%,0.7%

# This is a subset (hit frequency here may not be typical).
